Bioassay records: PubChem BioAssay, several laboratories
PPARg SRC-2 ag – agonists of SRC-2 recruitment by human PPARgamma | P37231 | PPARgamma LBD-SRC-2 recruitment, biochemical | activation, % at 8 µM | hit rate 0.34% among 200,000 | AID 1032; in the data active = activation above about 22%;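 note: 0% = vehicle and 100% = reference agonist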
TR-FRET SRC-2 ct – TR-FRET artefact, counter-screen to PPARgamma/SRC-2 agonist assay; TR-FRET ratio at 8 µM; stronger effect = higher value; hit rate 0.4% among 200,000; AID 1049; in the data active = TR-FRET ratio above about 2000; note: inactives centre near 1500
PPARg SRC-3 ag – promotes SRC-3 coactivator recruitment by human PPARgamma; biochemical PPARgamma/SRC-3 coactivator recruitment assay; AID 731; activation, % at 8 µM; P37231; hit rate 0.26% among 200,000; in the data active = activation above about 23%;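 note: 0% = DMSO and 100% = reference agonist; some compounds past the cut are filed as inactive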
PPARg SRC-1 ag – PPARgamma-driven SRC-1 recruitment agonism; PPARgamma-SRC-1 coactivator recruitment biochemical assay; activation, % at 8 µM; hit rate 0.41% among 200,000; in the data active = activation above about 19%;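 note: 0% = DMSO and 100% = reference agonist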
ROMK primary – human ROMK K+ channel modulation, primary screen. Tet-inducible ROMK, thallium flux fluorescence; actives lie on both sides. B-score at 10 µM. hit rate 2% among 130,000;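 active = signal ratio slope over the read window, or its plate-corrected B-score, at least 3 SD from the plate mean, either direction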;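 note: B-score of the F/F0 ratio slope over 7 to 12 s after thallium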
Diaph act CS – diaphorase activation or chemical reduction counter-screen | activation factor at 20 µM | Diaphorase/resazurin coupled assay, resorufin fluorescence, 16 min; stronger effect = higher value; 1 = vehicle wells, 0 = NADH-free wells | AID 1229 | hit rate 0.005% among 190,000;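 active = diaphorase activity raised at least twofold by the compound at 20 µM; inactive = activation factor below 2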
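Material: purified diaphorase enzyme from Clostridium kluyveri; Also added: 0.114 mM NADH and 0.1 mM resazurin, final amounts; Doses: single compound dose of 20 µM, 1% DMSO final; Times: 16 min enzyme reaction, ambient temperature; Detection: resorufin fluorescence, excitation 544 nm, emission 590 nm; Measure: increased resorufin signal from activators or reducing compounds.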
PMI act hi M6P – activators of human phosphomannose isomerase at near-saturating mannose 6-phosphate. P34949. coupled PMI enzyme assay, resazurin fluorescence, 20 min; stronger effect = higher value; 1 = untreated enzyme, 0 = substrate-free blank. AID 1216. activation factor at 20 µM. hit rate 0.34% among 190,000;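 active = activation factor of 2 or more at 20 µM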
Target sequence (P34949 whole entry, looked up): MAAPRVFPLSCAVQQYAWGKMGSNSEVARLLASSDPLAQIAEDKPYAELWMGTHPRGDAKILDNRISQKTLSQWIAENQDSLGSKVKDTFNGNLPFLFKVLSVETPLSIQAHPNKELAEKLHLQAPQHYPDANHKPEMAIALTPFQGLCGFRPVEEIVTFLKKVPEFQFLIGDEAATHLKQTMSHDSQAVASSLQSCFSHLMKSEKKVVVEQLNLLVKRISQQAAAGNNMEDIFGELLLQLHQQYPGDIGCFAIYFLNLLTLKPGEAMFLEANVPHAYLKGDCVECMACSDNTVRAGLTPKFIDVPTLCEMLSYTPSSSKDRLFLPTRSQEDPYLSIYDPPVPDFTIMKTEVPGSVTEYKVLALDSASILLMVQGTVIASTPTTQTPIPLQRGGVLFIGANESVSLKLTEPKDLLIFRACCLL
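Test system: human phosphomannose isomerase with PGI, G6PDH, diaphorase coupling enzymes; amount: 15 ng/mL PMI; incubation: enzyme reaction with compound 20 min at room temperature; technique: resorufin fluorescence (Ex 544/Em 590 nm) from resazurin via diaphorase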
S1P3 antagonist – S1P3 (human) receptor antagonism | hit rate 0.27% among 170,000 | inhibition, % at 4.98 µM | Q99500 | CHO S1P3 NFAT-BLA reporter, FRET fluorescence, antagonist mode;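 active = inhibition above the plate cutoff, the mean inhibition of test wells on that plate plus 3 SD, cut at about 28% in these data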;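 note: cells challenged with S1P at its EC80 of 0.8 µM; blue over green emission ratio from cleaved BLA substrate after 4 h stimulation; 0% = S1P-stimulated wells and 100% = unstimulated DMSO-only wells; some compounds past the cut are filed as inactive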
Target sequence (Q99500 whole entry, looked up): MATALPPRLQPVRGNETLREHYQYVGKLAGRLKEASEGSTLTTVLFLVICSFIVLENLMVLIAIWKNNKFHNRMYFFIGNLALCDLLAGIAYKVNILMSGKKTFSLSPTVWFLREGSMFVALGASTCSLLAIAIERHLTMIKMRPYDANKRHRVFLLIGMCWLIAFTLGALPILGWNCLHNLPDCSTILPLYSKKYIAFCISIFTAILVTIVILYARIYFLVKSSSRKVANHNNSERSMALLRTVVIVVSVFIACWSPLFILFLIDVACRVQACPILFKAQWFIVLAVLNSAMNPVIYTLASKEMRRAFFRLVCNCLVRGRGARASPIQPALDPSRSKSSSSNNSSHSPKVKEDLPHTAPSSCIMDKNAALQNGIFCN
G6PDH counter – inhibits Leuconostoc G6PDH, flagging false hits in G6PDH-based assays | Purified L. mesenteroides G6PDH, diaphorase/resazurin coupled fluorescence, 45 min | inhibition, % at 5 µM | hit rate 0.12% among 200,000 | AID 1020; in the data active = inhibition above about 50%
Diaph inh CS – counter-screen for diaphorase-based assays: diaphorase inhibitors and chemical oxidizers; diaphorase resazurin-to-resorufin fluorescence, NADH, 16 min; bacterial (C. kluyveri) enzyme, not human; inhibition, % at 20 µM; hit rate 0.69% among 190,000;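 active = primary screen inhibition at 20 µM above a set limit, cut at about 50% in these data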;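 note: plate controls were DMSO with full reaction for no effect and wells lacking NADH for full effect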
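System: Diaphorase enzyme from Clostridium kluyveri | Amount: Enzyme working solution with 0.14 U/mL diaphorase | Benchmarks: No-NADH positive control and DMSO neutral control | Signal: Fluorescence of resorufin formed from resazurin, Ex 544/Em 590 nm | Schedule: 16-min room-temperature incubation before reading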
PMI act – increases human mannose-6-phosphate isomerase activity; activation factor at 20 µM; purified human PMI, coupled resazurin fluorescence, 20 min; stronger effect = higher value; 1 = vehicle control, 0 substrate-free wells; hit rate 0.005% among 190,000; AID 1214;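 active = activation factor of 2 or more at 20 µM, relative to plate controls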
Numbers without * were called inactive; . = not tested or not shown.

Each structure is followed by: PPARg SRC-2 ag	TR-FRET SRC-2 ct	PPARg SRC-3 ag	PPARg SRC-1 ag	ROMK primary	Diaph act CS	PMI act hi M6P	S1P3 antagonist	G6PDH counter	Diaph inh CS	PMI act
- N#Cc1ccccc1Cn1c(-c2cscn2)nc2ccccc21
 : -5	1686	7	8	-0.42	0.9	1	-23	3	7	1
- Cc1nn(C(=O)N2CCOCC2)c(C)c1C
 : 4	1622	-17	3	0.88	1	1	.	7	0	1
- CCCc1cc(Nc2cccc(OC)c2)n2ncnc2n1
 : 2	1526	6	1	.	0.8	0.8	-4	6	22	0.9
- O=C(CN(Cc1ccccc1)S(=O)(=O)c1ccccc1)NC1CC1
 : 3	1341	4	3	.	0.8	0.9	-42	12	20	0.9
- COc1ccc(S(=O)(=O)N2CCC(C(=O)N3CCOCC3)CC2)cc1Cl
 : 1	1586	2	-4	0.42	1	1.1	-11	7	2	1
- Cc1ccc(NC(=O)C(C)C(=O)Nc2ccc(C)cc2)cc1
 : -6	1423	-6	-6	-0.5	1	1.1	2	5	-4	1.1
- c1cc(C(c2nnnn2C2CCCC2)N2CCOCC2)ccn1 (stereo not given)
 : 8	1542	18	2	.	0.9	1.6	-25	1	11	1.3
- O=C(O)CSc1c2c(nc3cc(C(=O)N4CCOCC4)ccc13)CCCC2
 : 8	1592	7	0	-0.045	0.8	1.1	1	6	22	1
- COc1ccc(NC(=O)C(Br)C(C)C)cc1 (stereo not given)
 : -6	1455	-4	0	-0.96	1	1.1	-7	1	1	1
- COc1ccc(NC(=O)COC(=O)c2cccc(S(=O)(=O)N(C)C)c2)cc1
 : -3	1513	2	24*	-0.09	0.8	0.9	-2	2	21	1
- CCOC(=O)c1sc(N(Cc2ccccc2)C(=O)CN2C(=O)CN(C)C2=O)nc1C
 : 4	1723	-10	7	-0.8	0.8	1	-1	-8	19	1
- COc1cc(N=Cc2c(O)[nH]c3ccccc23)cc(OC)c1OC
 : 12	1568	4	13	.	0.9	0.9	-12	-28	9	0.9
- CC(O)CNCCNCc1c(OCc2ccccc2)ccc2ccccc12 (stereo not given)
 : 7	1520	3	6	.	1	0.9	.	12	-4	1
- Cc1cc(NC(=O)c2ccc(C)c([N+](=O)[O-])c2)no1
 : 2	1533	-2	-2	-0.24	0.9	0.9	-13	5	11	1
- COc1ccc(-c2nn(-c3ccccc3)cc2/C=C/C(=O)OCC(=O)Nc2ccccc2C#N)cc1
 : -1	1635	-5	-1	1.3	1.1	1	-2	8	-6	1
- O=S(=O)(N/N=C/c1ccccc1F)c1ccccc1
 : 4	1498	-1	-6	-1.4	1	1.2	-14	5	2	1.8
- CC(C)Cn1c(Br)nc2c1c(=O)n(CCC#N)c(=O)n2C
 : -5	1591	-8	3	-0.14	1	1	0	9	3	1
- Cc1c(N=Cc2cc(Br)cc(Br)c2O)cccc1C(=O)O
 : 1	1556	0	-6	3.4*	0.8	0.7	-4	8	19	1.1
- COc1cc(NC(=O)COc2ccccc2Cl)ccc1NC(=O)C(C)C
 : -4	1651	4	2	-0.015	0.9	0.9	-2	15	14	0.9
- C/C(CCc1oc2ccccc2c1-c1ccc(C)o1)=N/O
 : 1	1405	1	5	.	1	1.3	-14	3	-2	1
- CN1CCCN(S(=O)(=O)c2cccc(Cl)c2Cl)CC1
 : 0	1743	3	9	1.3	1	1.1	-14	8	-2	1.1
- COc1ccc(CCNC(=O)c2nnn(CC(=O)Nc3ccccc3)c2N)cc1OC
 : 7	1582	0	10	.	1	1.1	27	5	0	1
- COc1ccc(C2(CN(C(C)=O)C(C)=O)CCCC2)cc1OC
 : 5	1834	8	5	0.74	0.8	1	.	-2	17	1
- COc1ccc(-c2cn3cccnc3n2)cc1F
 : 2	1644	3	1	.	0.9	1.2	6	5	10	1.1
- CCn1c(Cc2cccs2)nnc1SCC(=O)Nc1ccc(OC)c(OC)c1
 : 8	1590	0	3	-1	0.9	0.9	-61	8	14	1
- CC1(C)CCCN(C(=O)c2coc(=O)c(Br)c2)C1
 : -4	1571	5	5	.	0.8	1	-17	9	24	1.1
- C=CCNc1cnn(-c2ccccc2)c(=O)c1Cl
 : -1	1688	3	2	0.33	1	0.9	-13	6	2	1
- COc1ccccc1NS(=O)(=O)c1cc(NC(=O)c2ccncc2)ccc1N1CCCC1
 : 0	1668	1	7	1.2	0.7	0.6	-6	-7	30	0.6
- CC1CN(S(=O)(=O)c2cccc(C(=O)OCC(=O)Nc3ccc4c(c3)OCO4)c2)CC(C)O1 (stereo not given)
 : 3	1562	-2	5	-1.7	1	1.1	-6	2	0	1
- CC(C)NS(=O)(=O)c1ccc(NC(=O)C2CCCCC2)cc1
 : 0	1548	-1	2	-1.3	0.8	0.9	.	6	20	0.9

Remaining list, next part:
Each structure is followed by: PPARg SRC-2 ag	TR-FRET SRC-2 ct	PPARg SRC-3 ag	PPARg SRC-1 ag	ROMK primary	Diaph act CS	PMI act hi M6P	S1P3 antagonist	G6PDH counter	Diaph inh CS	PMI act
- CC1CC(C)(C)NC(=S)N1CCC(=O)NCc1ccc(F)cc1 (stereo not given)
 : 8	1702	1	11	0.84	1	1	-11	7	5	1
- COC(=O)c1[nH]c(C)c(/C(O)=C2\C(=O)C(=O)N(CCN(C)C)C2c2cc(OC)ccc2OC)c1C (stereo not given)
 : -3	1427	-17	0	-1.5	0.9	1.1	-19	-3	8	1.2
- Cn1cccc1/C=N/NC(=O)c1ccco1
 : -2	1646	4	-11	-0.27	1	0.9	-29	3	2	0.9
- O=C(OCn1ncc(Cl)c(Cl)c1=O)c1ccc(C(F)(F)F)cc1
 : 11	1526	9	10	.	0.9	1	.	9	5	1
- COCCCn1c(SCC(=O)OC2CCCCC2)nnc1-c1ccco1
 : 11	1588	0	-8	.	1.2	1.1	1	14	-16	1.1
- OCCNCCCCSc1ccc(Cl)cc1
 : -6	1654	0	10	-0.51	1	1.1	-2	6	0	1.1
- COc1cc(NS(=O)(=O)c2ccc(NC(=S)NC(=O)C3CCCC3)cc2)nc(OC)n1
 : 2	1525	3	-1	-0.057	0.9	1.1	.	3	8	1.1
- CCC(=O)Nc1ccc(C(=O)n2ccc(C)n2)cc1
 : 7	1463	1	3	.	1	0.8	-15	5	2	1
- C=CCSc1nnc(NC(=O)c2cn(CC)c3nc(C)ccc3c2=O)s1
 : 6	1574	-1	4	-0.73	0.8	1	4	0	23	1.2
- COc1cc(C)c(Cl)cc1S(=O)(=O)N(C)C
 : -1	1488	-11	-2	.	0.9	0.9	20	15	7	0.9
- CCC(CC)C(=O)NCc1ccc(OC)cc1
 : -3	1328	-4	-6	.	1	1	-26	-2	5	1
- COc1cc(-c2cc(C(=O)Nc3ccc(S(=O)(=O)NCc4ccco4)cc3)c3ccccc3n2)cc(OC)c1OC
 : 2	1566	2	2	.	0.8	0.9	-7	8	18	1
- C=CCC1(NCc2ccco2)CCN(CC)CC1
 : 3	1676	-1	-1	-0.31	0.8	1.1	7	10	22	1
- CC(/C=C/c1ccco1)=N\NC(=O)c1cc(Cl)ccc1O
 : 2	1623	2	12	0.11	0.9	1.4	-10	0	12	1.4
- Cc1ccc(/C=c2\sc3n(c2=O)CN(c2cccc(Br)c2)CN=3)o1
 : 10	1791	7	-4	.	0.9	0.9	.	4	9	1
- CCOC(=O)C1=C(CBr)NC(=O)NC1C (stereo not given)
 : 7	1409	4	12	0.8	0.9	1.2	-10	-2	9	1.4
- CCOC(=O)C(=CNc1cc(C)nn1-c1ccc(Cl)cc1)C(=O)OCC
 : 8	1370	-6	4	0.31	0.8	0.9	.	2	18	0.9
- O=C(NCCc1ccccc1)C1CCN(S(=O)(=O)c2cccc3nonc23)CC1
 : -7	1476	-5	-1	-0.35	0.9	1	.	5	7	1
- O=c1[nH]c2ccc(Br)cc2c(-c2ccccc2)c1CN1CCOCC1
 : -7	1493	-1	-3	.	0.5	1.3	-17	8	49	1.3
- CCOC(=O)c1cc(-c2cccnc2)nn1-c1ccccc1C
 : 2	1486	1	0	-0.49	1.1	1	-18	0	-7	1.1
- O=C(COc1ccccc1)NCC(=O)NC1CCCCC1
 : 10	1669	4	2	0.98	0.9	1	-21	4	12	1
- COCCCn1c(SCc2nnc(-c3ccc(OC)c(OC)c3)o2)nc2ccccc2c1=O
 : 5	1605	-9	4	-1.4	0.7	0.8	.	2	29	0.8

Part of the list above, field by field:
SMILES: OCCNCCCCSc1ccc(Cl)cc1
- PPARg SRC-2 ag: -6
- TR-FRET SRC-2 ct: 1654
- PPARg SRC-3 ag: 0
- PPARg SRC-1 ag: 10
- ROMK primary: -0.51
- Diaph act CS: 1
- PMI act hi M6P: 1.1
- S1P3 antagonist: -2
- G6PDH counter: 6
- Diaph inh CS: 0
- PMI act: 1.1

SMILES: COc1cc(NS(=O)(=O)c2ccc(NC(=S)NC(=O)C3CCCC3)cc2)nc(OC)n1
- PPARg SRC-2 ag: 2
- TR-FRET SRC-2 ct: 1525
- PPARg SRC-3 ag: 3
- PPARg SRC-1 ag: -1
- ROMK primary: -0.057
- Diaph act CS: 0.9
- PMI act hi M6P: 1.1
- S1P3 antagonist: .
- G6PDH counter: 3
- Diaph inh CS: 8
- PMI act: 1.1

SMILES: CCC(=O)Nc1ccc(C(=O)n2ccc(C)n2)cc1
- PPARg SRC-2 ag: 7
- TR-FRET SRC-2 ct: 1463
- PPARg SRC-3 ag: 1
- PPARg SRC-1 ag: 3
- ROMK primary: .
- Diaph act CS: 1
- PMI act hi M6P: 0.8
- S1P3 antagonist: -15
- G6PDH counter: 5
- Diaph inh CS: 2
- PMI act: 1
